Compound activity deposited in PubChem by National Center for Advancing Translational Sciences (NCATS).
BLM helicase inh: qHTS Assay for Inhibitors of Bloom's syndrome helicase (BLM); RecQ-like DNA helicase BLM (Homo sapiens), P54132; actives 0.2% (n = 350,000); recombinant BLM DNA unwinding, fluorescence dequenching; Potency, µM (doses to about 56.1 µM), for the others: at the top dose activity change, negative = inhibition, actives largely listed as inhibitors; AID 2528, 2010;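 note: potency is the fitted concentration of half-maximal effect; plate controls were vehicle for no effect and no enzyme for full effect; nearly all actives have a fitted effect of over 35% in size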
Pol iota inh: qHTS for Inhibitors of Polymerase Iota; DNA polymerase iota (Homo sapiens), Q9UNA4; actives 1% (n = 390,000); Potency, µM (highest dose often 115 µM), without a hit: at the highest dose activity, negative = inhibition, most hits filed as inhibitors; AID 588590, 2011; Pol iota fluorescent replication assay, 10 min; note: potency is the fitted concentration of half-maximal effect
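Pol iota at 10 nM preincubated 15 min with compounds at room temperature; reaction started with fluorescent substrate, 50 nM final. Fluorescence read kinetically at 0 and 10 min; buffer-only wells as negative control.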
Apoferritin bind: qHTS Assay for Identification of Novel General Anesthetics. apoferritin/1-aminoanthracene competitive binding, fluorescence. Potency, µM (top dose mostly 77.5 µM), inactives show at the highest dose activity change, negative = displacement, most hits filed as inhibitors. actives 0.074% (n = 350,000); note: potency is the fitted concentration of half-maximal effect; % is set by controls: 0 for no effect and ±100 for the full control effect; nearly all actives have a fitted effect of over 20% in size
Target sequence (P02791 2-175 limits assumed): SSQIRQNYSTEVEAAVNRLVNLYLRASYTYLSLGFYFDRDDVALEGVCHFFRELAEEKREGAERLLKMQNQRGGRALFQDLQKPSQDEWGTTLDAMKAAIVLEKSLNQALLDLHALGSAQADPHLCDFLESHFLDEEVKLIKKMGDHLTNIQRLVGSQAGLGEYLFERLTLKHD
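Read-out: endpoint 1-AMA fluorescence, excitation 380 nm and emission 535 nm, after compounds sit 10 min at room temperature with 10 uM horse-spleen apoferritin in 50% saturated 1-AMA/PBS. Values come from four-parameter Hill fits.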
APEX1 inh: qHTS Assay for Inhibitors of the Human Apurinic/apyrimidinic Endonuclease 1 (APE1); DNA repair nuclease/redox regulator APEX1 (Homo sapiens), P27695; recombinant APE1, TAMRA/BHQ-2 abasic DNA cleavage fluorescence; Potency, µM (top dose mostly 65.8 µM), for inactives: at the highest dose activity change, negative = inhibition, usual class: inhibitors; actives 0.35% (n = 350,000);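 note: potency is the fitted concentration of half-maximal effect; plate controls were vehicle for no effect and reference inhibitor for full effect; nearly all actives have a fitted effect of over 55% in size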
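Step 1: APE1 (0.75 nM) with compound, 15 min RT. Step 2: add 50 nM fluorophore/quencher THF duplex. Step 3: three fluorescence reads 60 s apart (525/598 nm); read 3 minus read 1 = reaction progress.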
Tb PGK inh: qHTS Assay to Find Inhibitors of Phosphoglycerate Kinase; Phosphoglycerate kinase, glycosomal (Trypanosoma brucei brucei), P07378; PGK/GAPDH coupled, Kinase-Glo luminescence, 60 min; Potency, µM (titrated, usually from 57.5 µM), without a hit: top-dose activity change, negative = inhibition, usual class: inhibitors; actives 0.043% (n = 380,000); note: potency is the fitted concentration of half-maximal effect; % is set by controls: 0 for no effect and ±100 for the full control effect; nearly all actives have a fitted effect of over 60% in size
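Luminescent ATP detection (Kinase-Glo Plus) follows a 60-minute room-temperature incubation, with wells lacking PGK as controls. Buffer: 100 mM TEA (pH 7.6), 5 mM MgCl2, 0.01% Tween-20. Coupling enzyme GAPDH (100 nM final) supplies unstable 1,3-BPG in-well.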
Pol kappa inh: qHTS for Inhibitors of Polymerase Kappa. DNA polymerase kappa (Homo sapiens), Q9UBT6. purified Pol kappa, fluorescent DNA synthesis assay, 10 min. Potency, µM (highest dose often 107 µM), for inactives: top-dose activity, negative = inhibition, actives largely listed as inhibitors. actives 0.53% (n = 400,000); note: potency is the fitted concentration of half-maximal effect; % is set by controls: 0 for no effect and ±100 for the full control effect
Target sequence (Q9UBT6 whole entry, looked up): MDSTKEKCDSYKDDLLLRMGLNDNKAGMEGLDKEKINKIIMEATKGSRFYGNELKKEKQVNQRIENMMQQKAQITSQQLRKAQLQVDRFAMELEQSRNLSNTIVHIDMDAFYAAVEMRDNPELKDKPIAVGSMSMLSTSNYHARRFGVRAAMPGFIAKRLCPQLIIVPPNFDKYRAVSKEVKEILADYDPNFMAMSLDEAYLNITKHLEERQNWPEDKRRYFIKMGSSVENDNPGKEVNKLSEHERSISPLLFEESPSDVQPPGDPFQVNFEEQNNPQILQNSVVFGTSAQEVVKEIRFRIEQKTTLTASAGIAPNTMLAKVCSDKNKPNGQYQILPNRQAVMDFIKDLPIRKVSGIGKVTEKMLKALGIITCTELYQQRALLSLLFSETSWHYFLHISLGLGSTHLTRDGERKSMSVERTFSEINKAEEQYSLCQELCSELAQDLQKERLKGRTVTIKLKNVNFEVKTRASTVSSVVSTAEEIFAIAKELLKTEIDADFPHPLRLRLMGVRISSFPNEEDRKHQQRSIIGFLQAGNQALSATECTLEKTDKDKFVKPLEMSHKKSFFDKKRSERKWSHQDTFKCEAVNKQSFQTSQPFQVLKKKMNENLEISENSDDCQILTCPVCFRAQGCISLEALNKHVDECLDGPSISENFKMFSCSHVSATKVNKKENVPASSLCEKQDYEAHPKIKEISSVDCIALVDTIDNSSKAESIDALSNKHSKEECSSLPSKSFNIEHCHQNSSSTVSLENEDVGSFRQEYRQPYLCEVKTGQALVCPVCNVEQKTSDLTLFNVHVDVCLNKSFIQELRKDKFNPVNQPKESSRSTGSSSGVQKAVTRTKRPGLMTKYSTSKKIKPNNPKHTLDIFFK
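50 nM final substrate added after 15 min RT preincubation of 10 nM Pol kappa with compound; fluorescence read at 0 and 10 min.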
RXFP1 antagonist: qHTS Assay for Antagonists of the Relaxin Receptor RXFP1; activity change, negative = inhibition, % at 57.5 µM; actives 0.59% (n = 350,000); HEK293-RXFP1, relaxin-stimulated cAMP HTRF, 30 min; hits give low values; Relaxin receptor 1 (Homo sapiens), Q9HBX9;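 active = activity change of -60% or lower, but not beyond a set lower limit; inconclusive = change between -60% and -40%, or beyond the set limit; inactive = change above -40%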; note: % is set by controls: 0 for no effect and ±100 for the full control effect
Pol eta inh: qHTS for Inhibitors of Polymerase Eta. DNA polymerase eta (Homo sapiens), Q9Y253. recombinant Pol eta, fluorescent DNA replication assay. Potency, µM (doses to about 114 µM), without a hit: top-dose activity change, negative = inhibition, hits mostly inhibitors. actives 1.2% (n = 390,000). AID 588591, 2011; note: potency is the fitted concentration of half-maximal effect; % is set by controls: 0 for no effect and ±100 for the full control effect
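Pol eta (10 nM) was preincubated with compounds for 15 min at room temperature, after which fluorescent replication substrate (50 nM final) was added to start the reaction. Fluorescence was read kinetically at 0 and 10 min.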
POLB inh: qHTS Assay for Inhibitors of DNA Polymerase Beta | Potency, µM (top dose mostly 114 µM), inactives show at the top dose activity change, negative = inhibition, most hits filed as inhibitors | actives 1.3% (n = 340,000) | AID 485314, 2010 | Pol beta primer extension/strand displacement, fluorescence kinetic; note: potency is the fitted concentration of half-maximal effect; % is set by controls: 0 for no effect and ±100 for the full control effect
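Human Pol beta at 10 nM; strand-displacement substrate 50 nM final. Compound exposure 15 min at room temperature before start, reaction 10 min at room temperature.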
An asterisk follows results filed as active; i = inactive; ? = inconclusive; . = not tested or not shown; [ ] = another dose, or the depositor's remark. Unless noted, calls come from the whole dose curve; as a rule, active = well fitted curve in the direction sought with a large enough effect; inconclusive = small, poorly fitted or top-dose-only effect, or another doubt; inactive = no such curve, though single readings can be large; an effect the other way counts as inactive or inconclusive. This is a subset (hit frequency here may not be typical).

No. | structure | BLM helicase inh | Pol iota inh | Apoferritin bind | APEX1 inh | Tb PGK inh | Pol kappa inh | RXFP1 antagonist | Pol eta inh | POLB inh
1 | CCC(=O)N(Cc1ccco1)c1nc(-c2ccccc2)cs1 | -8% | 21% | 33%[activator] | -3% | -4% | -5% | -13 | 7% | 17%
2 | COCCn1c(SCC(=O)Nc2cccc(C)c2)nnc1C(C)C | 1% | -8% | -8% | 1% | i | 7% | -6 | -5% | 7%
3 | COc1ccc(C(=O)CSc2nnc(CNc3ccc(F)cc3)o2)cc1 | -1% | 121%[activator] | ? | -3% | 7% | 1% | -3 | 5% | 21%
4 | Cc1ccc(C(=O)c2cn(Cc3c(F)cccc3Cl)c3nc(C)ccc3c2=O)cc1 | -4% | -9% | -7% | . | 1% | -11% | . | -11% | 2%
5 | COc1ccc(NC(=O)CN2C(=O)C(=O)N(C3CCCC3)C2=O)c(OC)c1 | . | 48%[activator] | . | 0% | -11% | -4% | -2 | -21% | .
6 | COc1ccccc1OCC(=O)OCC(=O)NCCN1C(=O)CSC1=O | 2% | -5% | -5% | -3% | -3% | -19% | -4 | 13% | 22%
7 | Cn1c(=O)cc(OCCCC(=O)Nc2ccccn2)c2ccccc21 | 2% | 18% | -9% | -1% | i | 2% | -8 | -2% | 3%
8 | O=C(Nc1ccc(-c2cn3cccnc3n2)cc1)c1cc(Br)ccc1Cl | -4% | -16% | -4% | . | 0% | -8% | . | -9% | ?
9 | CCc1ccc(OCCNC(=O)OCc2ccccc2)cc1 | -12% | 1% | ? | -1% | -5% | -12% | . | -23% | 2%
10 | CSCCC(NS(=O)(=O)c1ccc2c(c1)oc(=O)n2C)C(=O)NC1CCCCC1 (stereo not given) | 1% | 34%[activator] | -1% | 4% | i | 11% | -1 | -5% | -18%
11 | OC1Cc2ccccc2C1Nc1cccc(C(F)(F)F)c1 (stereo not given) | . | 3% | . | . | 3% | -22% | -6 | -17% | .
12 | COc1ccc(OC)c(C2c3[nH]c4ccccc4c3C[C@H]3C(=O)N(C4CC4)CC(=O)N23)c1 (stereo not given in full) | -4% | -7% | -6% | -20% | . | -8% | 12 | -4% | 14%
13 | CCOC(=O)Cn1c(=O)cc(C)c2c(C)nn(-c3cccc(F)c3)c21 | -3% | -7% | 74%[activator] | . | -9% | -3% | -37 | -5% | ?
14 | Nc1ccccc1Oc1c(F)c(F)c(Oc2ccccc2N)c(F)c1F | -11% | 30% | -11% | 1% | 4% | -7% | -17 | -2% | -3%
15 | N#Cc1c2n(c(=S)n(-c3ccc(F)cc3)c1=O)CCCCC2 | -5% | ? | -6% | 15% | -9% | -5% | 4 | -13% | 46%
16 | CCCCCCCCc1nnc(N)s1 | -4% | 15% | ? | 13% | -11% | -14% | 6 | -18% | 45%
17 | CCCCNC(=O)CNC(=S)N(Cc1ccccc1)Cc1cccs1 | -6% | 49%[activator] | -11% | 16% | -2% | -1% | -11 | -6% | 29%
18 | Cc1c(C)c2ccc(OCC(=O)NCCCn3ccnc3)cc2oc1=O | 3% | 14% | 2% | 25% | -6% | -4% | -17 | -4% | -1%
19 | COc1ccc(OCCC(=O)OCC(=O)NC2CCCCCCC2)cc1 | -7% | -9% | ? | -4% | 0% | -1% | 4 | -18% | 2%
20 | O=C(N/N=C/c1cc(Cl)cc([N+](=O)[O-])c1O)c1ccc2c(c1)OCO2 | -6% | 5% | -10% | 34% | -10% | -4% | 4 | 10% | 1%
21 | Cc1c(Cl)cccc1NC(=O)CSc1nncn1-c1cccnc1 | 0% | 131%[activator] | -2% | 13% | -1% | 1% | 8 | -19% | 8%
22 | CCN(CC)CCCNC(=O)C1c2cc(OC)c(OC)cc2C(=O)N(C)C1c1cccs1 (stereo not given) | 0% | 5% | 1% | 3% | -1% | -2% | -5 | 4% | 2%
23 | Cc1cc(C)n2nc(CC(=O)NCc3ccc(F)cc3)nc2n1 | 1% | 115%[activator] | -24% | 13% | i | -2% | -5 | -18% | 5%
24 | Cc1noc(C)c1COc1ccc(C(=O)N2CCN(c3ccccn3)CC2)cc1 | . | 14% | . | 4% | 8% | -2% | -3 | -10% | .
25 | Cc1ccc(S(=O)(=O)NCc2ccccc2C)cc1 | 0% | -26% | -10% | 4% | -8% | -10% | 5 | -5% | 7%
26 | COc1ccc(/C=N/Nc2ncccc2[N+](=O)[O-])c(OC)c1 | -9% | 4% | ? | -6% | i | 7% | -14 | -11% | -3%
27 | N#Cc1c(NC(=O)COC(=O)c2nccnc2N)sc2c1CCCC2 | . | ? | . | 27% | 0% | -3% | -19 | ? | .
28 | Cc1ccc(NC(=O)C2CCCN2C(=O)NCc2ccccc2)cc1 (stereo not given) | -3% | 141%[activator] | 3% | -2% | -4% | -4% | 6 | -6% | -3%
29 | O=C(COc1ccccc1F)NNC(=O)c1ccc(F)c(S(=O)(=O)N2CCOCC2)c1 | . | 94%[activator] | . | 44% | -2% | -11% | -14 | -13% | .
30 | O=C(NCCC1=CCCCC1)c1cc(-c2ccccn2)nc2ccccc12 | -7% | 38%[activator] | -9% | 0% | 2% | -11% | 2 | 0% | -1%
31 | COc1ccc(Cl)cc1NC(=O)CN(C)CC(=O)Nc1cccc(S(=O)(=O)N2CCCC2)c1 | . | 98%[activator] | . | 18% | -13% | -15% | -5 | -14% | .
32 | O=C(Nc1ccc(F)cc1)Nc1sccc1-c1nc2ccccc2s1 | -3% | 30%[activator] | 94%[activator] | -12% | 1% | -12% | ? | 1% | 5%
33 | S=C(Nc1cccc(Cl)c1)N(CCCN1CCCC1)Cc1cccn1Cc1ccc(Cl)cc1 | -6% | 40%[activator] | -18% | -1% | i | 1% | -20 | -12% | -10%
34 | O=C(c1ccccc1)N1CCCC(c2nc3c(nnn3Cc3ccccc3)c(=O)[nH]2)C1 (stereo not given) | -1% | -5%[58.9 µM] | -16% | 2% | -5% | -18% | -3 | 0% | 5%
35 | CCOC(=O)C1(C)NC(c2ccc(N(C)C)cc2)C2C(=O)N(CC)C(=O)C21 (stereo not given) | -1% | 42%[activator] | -3% | 1% | -5% | -5% | -5 | -15% | 2%
36 | c1nc(Nc2ccc(N3CCOCC3)cc2)c2ccsc2n1 | -3% | 28% | -13% | -2% | -8% | -10% | -1 | -20% | 36%[activator]
37 | CC(=O)N1c2ccc(S(=O)(=O)N3CCC(C(=O)Nc4cc(C)cc(C)c4)CC3)cc2CC1C (stereo not given) | -3% | 53%[activator] | -5% | 61%[activator] | i | 10% | 3 | -11% | 0%
38 | O=C(Cn1nc(-c2ccc(F)cc2)ccc1=O)Nc1ccc(C(=O)NC2CC2)cc1 | 0% | 7% | ? | -2% | -11% | -23% | -7 | 5% | 4%
39 | Cc1c2cnn(CC(=O)Nc3ccc(F)cc3F)c(=O)c2c(C)n1Cc1cccc(Cl)c1 | -5% | 7% | -6% | . | 7% | -10% | -18 | -2% | 8%
40 | CCc1ccc(C(=O)COC(=O)[C@@H](NC(N)=O)[C@@H](C)CC)cc1 | -2% | 50%[activator] | ? | 1% | 5% | -10% | 0 | -18% | 1%
41 | CC12CCC(=O)N1C(C(=O)OCC(=O)Nc1ccc(S(N)(=O)=O)cc1)CS2 (stereo not given) | 7% | 2% | -5% | 1% | -9% | -2% | 3 | -9% | 25%
42 | O=S(=O)(Nc1cccc(-c2cn3cccnc3n2)c1)c1ccccc1 | 1% | 9% | 38%[activator] | ? | 4% | -4% | . | -5% | -16%
43 | CCCCNC(=O)c1ccc2c(OCC)n(CCCC)nc2c1 | 1% | 11% | -2% | -3% | -8% | -3% | . | 1% | 7%
44 | CCc1cc2c(nc1CC)CCN(CC/C(C)=N/O[C@@H](C)c1cc(-c3c(C)cc(C)cc3C)no1)C2 | -7%[12.4 µM] | . | -15%[15.3 µM] | -2%[12.4 µM] | . | . | . | . | -3%
45 | CCN(CC(=O)Nc1c(F)cccc1F)C(=O)CCOc1ccccc1 | . | 5% | . | -10% | 0% | -24% | -30 | 1% | .

In a second layout: 4 of the compounds above
41	CC12CCC(=O)N1C(C(=O)OCC(=O)Nc1ccc(S(N)(=O)=O)cc1)CS2 (stereo not given)
  BLM helicase inh = 7%; Pol iota inh = 2%; Apoferritin bind = -5%; APEX1 inh = 1%; Tb PGK inh = -9%; Pol kappa inh = -2%; RXFP1 antagonist = 3; Pol eta inh = -9%; POLB inh = 25%

42	O=S(=O)(Nc1cccc(-c2cn3cccnc3n2)c1)c1ccccc1
  BLM helicase inh = 1%; Pol iota inh = 9%; Apoferritin bind = 38%[activator]; APEX1 inh = ?; Tb PGK inh = 4%; Pol kappa inh = -4%; RXFP1 antagonist = .; Pol eta inh = -5%; POLB inh = -16%

43	CCCCNC(=O)c1ccc2c(OCC)n(CCCC)nc2c1
  BLM helicase inh = 1%; Pol iota inh = 11%; Apoferritin bind = -2%; APEX1 inh = -3%; Tb PGK inh = -8%; Pol kappa inh = -3%; RXFP1 antagonist = .; Pol eta inh = 1%; POLB inh = 7%

44	CCc1cc2c(nc1CC)CCN(CC/C(C)=N/O[C@@H](C)c1cc(-c3c(C)cc(C)cc3C)no1)C2
  BLM helicase inh = -7%[12.4 µM]; Pol iota inh = .; Apoferritin bind = -15%[15.3 µM]; APEX1 inh = -2%[12.4 µM]; Tb PGK inh = .; Pol kappa inh = .; RXFP1 antagonist = .; Pol eta inh = .; POLB inh = -3%
